Compound activity as filed in PubChem BioAssay.
Vif imaging = inhibitors of HIV Vif; HEK293T cells, Vif self-association by quenched fluorescence, imaging, 24 h; AID 602346; 340,000 compounds, 0.35% hits; inhibition, % at 7.49 µM; in the data active = inhibition above about 50%, passing the limit was not always enough; also: some results filed as inactive read as strong as hits
PDI turbidity = PDI (human) enzyme inhibition; PDI insulin aggregation turbidity, A650, 90 min; inhibition, % at 10 µM; P07237; 350,000 compounds, 0.052% hits;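 active = mean inhibition across replicates of 30% or more, whatever share of single replicates reach that level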;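 also: absorbance from insulin aggregation driven by PDI reduction with DTT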
Target sequence (P07237 whole entry, looked up): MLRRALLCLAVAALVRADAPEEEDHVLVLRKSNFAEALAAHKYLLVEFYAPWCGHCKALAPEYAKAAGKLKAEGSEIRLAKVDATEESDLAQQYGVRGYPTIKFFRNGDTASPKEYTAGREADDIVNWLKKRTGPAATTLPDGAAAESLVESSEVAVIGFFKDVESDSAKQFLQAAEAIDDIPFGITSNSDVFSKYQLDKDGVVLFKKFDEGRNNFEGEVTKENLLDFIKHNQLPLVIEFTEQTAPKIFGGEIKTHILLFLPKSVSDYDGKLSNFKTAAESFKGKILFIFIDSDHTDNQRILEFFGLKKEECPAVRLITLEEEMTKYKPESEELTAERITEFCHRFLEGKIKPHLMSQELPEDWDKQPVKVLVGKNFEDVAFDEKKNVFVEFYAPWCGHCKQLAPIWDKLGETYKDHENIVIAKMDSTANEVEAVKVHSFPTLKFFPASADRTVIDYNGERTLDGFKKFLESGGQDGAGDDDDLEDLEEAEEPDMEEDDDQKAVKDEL
aDG glyco up = alpha-DG glycosylation activation | Pro5-aDG cells, alpha-DG glycosylation AlphaScreen (IIH6); 0% Pro5, 100% B10-LARGE cell signal | activation, % at 10 µM | 360,000 compounds, 0.22% hits;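 active = activation of at least 8% versus controls, or a plate z-score of at least 8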;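 also: Pro5 are CHO cells carrying HIG-tagged alpha-DG that lacks glycosylation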
hiPSC survival = increases survival of single human iPS cells; hiPSC single-cell survival, ATPlite luminescence; 100% = ROCK inhibitor wells, 0% = DMSO; survival enhancement, % at 20 µM; 360,000 compounds, 0.044% hits; in the data active = survival enhancement above about 18%;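 also: cells exposed to compounds for 16 hours before the ATP read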
Exocytosis inh = lytic granule exocytosis inhibition. TALL-104 LAMP-1 surface exposure, flow cytometry; cells stimulated with thapsigargin and PMA. inhibition, % at 10 µM. 360,000 compounds, 0.66% hits. AID 651702;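 active = inhibition above about 55%, limit read from the data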
HIF-2a inh = inhibitors of HIF-2a. 360,000 compounds, 0.72% hits. 786-0 RCC cells HIF-2a reporter, luciferase luminescence, overnight. inhibition, % at 18.8 µM;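 active = inhibition of the luminescence signal of 40% or more relative to plate controls, in a single-dose primary screen at 18.75 µM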
NR2E3 ag-1 = human photoreceptor-specific nuclear receptor agonism; Q9Y5X4; inhibition of corepressor binding, % at 3.98 µM; AID 602229; CHO-S Gal4-NCOR/VP16-NR2E3 two-hybrid, luciferase; 360,000 compounds, 0.35% hits;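 active = inhibition above the mean of all tested compounds plus 3 SD, cut at about 70% in these data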;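 also: 0% = DMSO with NR2E3 transfected cells and 100% = cells lacking NR2E3 construct; higher means lower luciferase signal from less NR2E3 corepressor binding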
Target sequence (Q9Y5X4 whole entry, looked up, the tested form may be a part): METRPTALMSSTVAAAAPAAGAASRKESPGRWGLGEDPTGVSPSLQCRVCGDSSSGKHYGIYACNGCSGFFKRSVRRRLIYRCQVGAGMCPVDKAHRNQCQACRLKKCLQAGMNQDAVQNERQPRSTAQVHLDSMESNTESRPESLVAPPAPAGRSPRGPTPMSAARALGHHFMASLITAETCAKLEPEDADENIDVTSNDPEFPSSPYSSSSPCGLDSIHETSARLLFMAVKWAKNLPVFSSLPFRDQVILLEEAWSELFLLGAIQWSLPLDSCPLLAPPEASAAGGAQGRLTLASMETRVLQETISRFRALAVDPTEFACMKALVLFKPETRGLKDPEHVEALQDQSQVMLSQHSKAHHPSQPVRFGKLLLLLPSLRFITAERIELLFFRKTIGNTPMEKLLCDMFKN
CaV13 FRET inh = Disruptors of the CACNA1D IQ motif to Ca2+-dependent inactivation inhibitor domain association, primary screening, Förster resonance energy transfer in intact living …; inhibition, % at 12.3 µM; 340,000 compounds, 0.098% hits; HEK cells, CFP/YFP FRET ICDI-IQ, plate reader, 10 min; percent FRET-ratio fall versus neutral wells;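 active = mean replicate inhibition of at least 30% and at least 1% of replicates passing that level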;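 also: 0% = median of the neutral control wells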
MITF TRPM1 inh = reduces MITF-dependent TRPM1 promoter luciferase signal; SK-MEL-5 TRPM1 promoter luciferase, 24 h; inhibition, % at 12.5 µM; 330,000 compounds, 0.83% hits; AID 488899;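 active = mean inhibition across replicates of 60% or more, whatever share of single replicates reaches that level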; also: values of inactives mirror those of a sister screen read the other way
Peg3 prom inh = reduces Peg3 promoter-driven luciferase expression in HeLa. HeLa PEG-Prom luciferase reporter, luminescence, overnight. 360,000 compounds, 1.7% hits. inhibition, % at 20 µM. AID 588405;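 active = inhibition of at least 50% at 20 µM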
NR2E3 ag-2 = NR2E3 (human) agonism; inhibition of corepressor binding, % at 4.78 µM; AID 2300; 320,000 compounds, 0.12% hits; GST-NR2E3/biotin-RetCOR TR-FRET, 1536-well;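 active = percent inhibition above the cutoff of mean plus 3 SD of all tested compounds, set per screening campaign, cut at about 20% in these data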;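 also: 0% = DMSO wells and 100% = biotin wells as full block of FRET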
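Material: NR2E3–RetCOR corepressor complex / Incubation: Compound–protein incubation for 5 h at 4 °C / Dosing: compound at 4.8 µM, single dose / Detection: time-resolved FRET / Benchmarks: high control biotin, low control 0.6% DMSO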
An asterisk follows results filed as active; . = not tested or not shown.

Value order – CaV13 FRET inh	aDG glyco up	PDI turbidity	NR2E3 ag-1	hiPSC survival	NR2E3 ag-2	Vif imaging	Exocytosis inh	Peg3 prom inh	HIF-2a inh	MITF TRPM1 inh
CCOC(=O)[C@@H]1[C@H]2COc3cc(OC)ccc3[C@@H]2N2C(=O)N(c3cccc(Cl)c3)C(=O)[C@@]12C
 : .	-0.2	4	-23	-1.9	-1	-3	4	9	6	-11
CCN(C(=O)COC(=O)c1cc(-c2ccccc2)nc2c1c(C)nn2-c1ccc(C)cc1)C1CCS(=O)(=O)C1 (stereo unspecified)
 : 1	-0.4	-12	-1	0.4	6	.	4	2	2	4
CC(C)C[C@H](NC(=O)/C=C/[C@H]1O[C@@H](n2ccc(=O)[nH]c2=O)[C@H](O)[C@@H]1O)C(=O)O
 : -7	0.4	.	15	-1.4	.	0	-3	-4	4	.
CC(C)n1nnnc1C1c2ccccc2C(=O)N1Cc1ccco1 (stereo unspecified)
 : -8	0.3	.	20	-0.8	.	.	-1	.	4	.
CCc1noc(C)c1C(=O)N1CCN(c2cccc(Cl)c2)CC1
 : -17	0.2	0	-36	-2.6	.	-2	-10	4	-9	.
CCCCN(C(=O)c1ccc(C)o1)c1c(N)n(CC(C)C)c(=O)[nH]c1=O
 : -16	0.0	1	3	-0.2	0	16	-2	-2	10	-3
Cc1ccc(S(=O)(=O)N(C)C)cc1NC(=S)Nc1cccc2ccccc12
 : -7	-0.1	-2	-54	-0.3	7	8	-3	-12	-1	18
COc1ccc(-c2nc3c(c(SCC(=O)N4CCCC4)n2)COC(C)(C)C3)cc1
 : .	-0.2	16	-14	-0.6	1	-3	0	11	0	9
CCN=c1scc(C)n1/N=C/c1ccsc1
 : -4	-0.2	9	-83	6.5	-4	2	2	-246	-252	-83
O=C(CCOc1ccccc1)Nc1ccnn1C1CCN(CCc2ccccc2)CC1
 : -3	-0.1	-16	16	-0.2	1	-8	36	1	7	-5
Cc1ccccc1NC(=O)NC1(C(=O)N2CCC(O)CC2)CCCCC1
 : -3	0.0	7	2	0.7	3	7	-3	8	13	1
Cc1cc(C)c(NC(=O)CNC(=O)c2ccc3ncsc3c2)c(C)c1
 : -6	-0.1	-2	-24	-0.3	.	4	-5	-8	4	0
CC(C)(C)[C@H]1CCC(=O)N([C@H](CSc2ccccc2)Cc2ccccc2)CC1
 : 34*	0.1	2	-9	0.9	2	.	-6	22	0	-9
CCC(CC)NC(=O)CC(c1ccccc1)c1ccccc1
 : -6	0.3	10	-6	2.1	5	-4	-1	5	8	3
Cc1nn(C)c(C)c1CN(Cc1nc(-c2cc(F)ccc2F)oc1C)C1CC1
 : -5	0.0	2	-5	-0.7	-1	-3	4	16	15	17
CCc1ccc(S(=O)(=O)ON2C(=O)c3ccccc3C2=O)cc1
 : -5	-0.8	-4	-6	1.1	.	8	1	51*	46*	11
Cc1nn(C(C)(C)C)c(NC(=O)c2ccccc2)c1C#N
 : -19	1.0	4	2	-0.4	-3	-12	4	14	10	-2
CCN(CC)CCN(C(=O)c1cc(Cl)sc1Cl)c1nc2cc3c(cc2s1)OCO3
 : .	-0.2	2	-31	0.2	0	-1	4	-58	-40	12
Cc1cc(C(=O)Nc2ccccc2N2CCOCC2)ccc1[N+](=O)[O-]
 : -4	0.1	-7	-1	0.5	0	3	-3	13	16	1
CCCCCCNC(=O)O[C@H]1CN(C(=O)OC(C)C)N(C(=O)OC(C)C)[C@@H]2CN(S(=O)(=O)c3ccc(C)cc3)C[C@]12O
 : -5	-0.1	-3	28	1.4	.	-2	0	26	-40	.
COc1ccc(S(=O)(=O)NNC(=O)c2ccccc2-n2cccc2)cc1
 : 7	0.1	13	1	7.0	-2	-2	0	5	13	10
CCCCOCCCN1CC(=O)N2[C@@H](Cc3c([nH]c4ccccc34)C2(C)C)C1=O
 : -21	0.0	10	-3	-0.5	-2	-17	0	13	9	8
O=C(NCc1ccccc1)C12CN(Cc3ccccc3)CC1C(c1ccc([N+](=O)[O-])cc1)=NO2 (stereo unspecified)
 : -5	0.1	7	-35	0.9	1	-8	-3	0	2	-12
Cc1c(C(=O)N2CCN(S(=O)(=O)c3cc(F)ccc3F)CC2)oc2ccccc12
 : -15	0.0	-6	8	-0.6	5	17	1	8	14	13
Cc1sc2c(c1C)C(O)=C(C(=O)Nc1ccccc1)S(=O)(=O)N2C
 : -5	0.2	-3	-16	1.9	3	-12	-3	13	15	16
C[C@@H]1COc2cccc(N3CCN(Cc4ccccc4F)CC3)c2S(=O)(=O)N1
 : -3	-0.4	.	-14	0.4	.	.	-4	.	11	.
N/C(=N\c1nc2c(c(=O)[nH]1)CCC2)Nc1cccc2ccccc12
 : -8	0.4	-7	-29	-0.9	3	-5	6	24	0	8
O=C(CSc1nnnn1-c1ccc2c(c1)CCC2)Nc1ccc2c(c1)OCCO2
 : -5	0.1	-3	-22	0.7	2	21	3	-41	-40	-31
Cc1cc(S(=O)(=O)Nc2ccc(C(=O)NCC3(N4CCCCC4)CCCCC3)cc2)ccc1F
 : -6	0.0	2	1	-0.4	4	-5	15	21	10	-9
NC(=O)CSCc1ccc(Br)cc1
 : -5	-0.2	-14	21	-0.7	0	-5	-6	9	-4	-6
COc1ccc(-c2cc(C(=O)NCc3ccc(F)cc3)[nH]n2)c(C)c1
 : -5	-0.1	0	-25	0.5	.	13	18	-9	-11	.
CCOc1ccc(-c2c(C(=O)N/N=C/c3ccc(OC(C)C)cc3)nnn2-c2nonc2N)cc1
 : -5	0.0	1	-14	-2.2	3	-13	2	1	-5	-3
CNC(=S)N(CCc1c(C)[nH]c2ccc(C)cc12)Cc1ccco1
 : -7	-0.1	0	-2	2.1	3	-3	12	0	23	5
N#Cc1ccc(-c2cccnc2)nc1SCC(=O)c1ccccc1
 : -16	0.5	-6	-91	-0.2	2	173*	26	-150	-326	-84
O=S(=O)(c1ccc(Br)cc1)N1CCN(c2cc(-c3ccccc3)nc3ncnn23)CC1
 : -6	0.7	-5	-19	1.9	-6	-6	1	6	-17	-11
CCc1cc(=O)oc2c3c(cc(OCC(=O)NC4CC4)c12)OC(C)(C)CC3
 : .	-0.2	.	-4	-2.0	4	6	7	13	0	1
COc1ccc(Br)cc1C1CC(=O)C(C)C(c2cc(Br)ccc2OC)N1 (stereo unspecified)
 : -3	-0.2	-1	2	0.3	-2	-6	11	24	14	7
CCn1c(=O)cc(SCC(=O)N2CCN(C3CCCCC3)CC2)c2ccccc21
 : -3	0.4	-11	18	0.0	-1	4	-1	2	-43	-2
O=C(CCc1nnc2ccc(NCc3ccco3)nn12)N1CCCCC1
 : -4	0.1	8	-18	-0.6	2	3	-2	1	11	10
CCC(=O)N(Cc1c(C)nn(-c2ccccc2)c1Cl)c1ccc(Cl)cc1
 : -5	0.3	-3	-7	0.4	-1	4	-5	6	23	9
O=C(CCCO)NNc1c2ccccc2nc2ccccc12
 : 2	-0.1	3	-32	-0.2	-10	4	0	23	9	8
CC(C)OC(=O)C1Cc2ccccc2CN1S(=O)(=O)c1cccs1 (stereo unspecified)
 : -2	0.0	0	-23	-0.3	0	-8	19	10	16	-1
CCOC(=O)c1ccc(NC(=O)N2CCN(CCc3ccccc3)CC2)cc1
 : -6	0.3	0	5	-1.8	1	.	-2	-99	-62	-23
CN(Cc1ccc(Cl)c(Cl)c1)C(c1cc2ccccc2o1)c1nnnn1C(C)(C)C (stereo unspecified)
 : -6	-0.2	.	-4	1.2	.	.	1	.	-15	.
CCOC(=O)C1CCCN(CC(=O)/C=C2/N(C)c3ccccc3C2(C)C)C1 (stereo unspecified)
 : -6	0.5	15	-27	-2.8	0	-7	-2	12	6	7
O=C(NCc1ccc(F)cc1)N1CCN(C(=O)c2ccccc2)CC1
 : -6	-0.2	7	-16	0.1	2	22	3	-3	15	.
CN1OC[C@@H]2CN(S(=O)(=O)c3ccccc3)[C@H](c3ccc(N4CCCCC4)cc3)C[C@@H]21
 : -7	-0.2	.	6	3.6	.	1	-2	15	2	.
COc1ccccc1C(=O)COC(=O)/C=C/c1ccccc1
 : -5	0.2	-5	-10	-0.4	-2	.	-12	-262	-134	-66
Cc1ccc(C)c(OCC(=O)Nc2ccc(S(=O)(=O)Nc3ccccn3)cc2)c1
 : .	-0.2	2	12	1.7	-1	-5	-7	17	17	5
COc1ccccc1OCC(=O)Nc1cc(Cl)ccc1Oc1ccccc1
 : -4	-0.2	3	-5	-1.0	3	-18	-9	2	14	-4
Cc1cccc(N2CC(C(=O)OCc3ccc([N+](=O)[O-])cc3)CC2=O)c1 (stereo unspecified)
 : -3	-0.2	7	-30	-0.2	0	12	-2	-6	6	16
COC[C@@H]1CCCN1[C@H]1CS(=O)(=O)N[C@@H]1COCc1ccccc1
 : -8	-0.1	.	-4	5.8	.	.	-3	1	-1	.
Cc1cccc(NC(=O)[C@H](NC(=O)[C@@H]2Cc3ccccc3CN2)c2ccccc2)c1
 : -6	0.3	4	5	-0.3	0	5	2	-49	-52	5
O=C(CNC(=O)c1cccs1)N/N=C/c1ccc(Cl)cc1
 : -3	-0.2	-5	9	0.1	0	-5	-5	-20	-20	-4

The order is random; about 3.5% have a hit in one of these screens.
